STEP inh – STEP (human) phosphatase inhibition. inhibition, % at 20 µM. 360,000 tested, 0.25% active. recombinant STEP, OMFP fluorogenic substrate, fluorescence. AID 588621;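 active = inhibition at 20 µM, scaled per plate between control wells, above about 37%, limit read from the data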;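 note: 0% = DMSO with enzyme and substrate and 100% = substrate only without enzyme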
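Test system: STEP tyrosine phosphatase / Reagent: OMFP at 25 µM / Doses: 20 µM, 1% DMSO / Read-out: percent inhibition scaled to no-enzyme and uninhibited-enzyme controls, plate-pattern corrected / Detection: FITC-channel fluorescence of OMFP product / Medium: Bis-Tris buffer pH 6.0, 2.5 mM DTT, 0.005% Tween 20 / Schedule: 20 min at room temperature, dark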
DNMT1 inh – inhibitors of human DNMT1. P26358. DNMT1 molecular beacon, Hinp1I cleavage, fluorescence. inhibition (reported as % activation of signal), % at 10 µM. 360,000 tested, 0.83% active; in the data active = inhibition above about 50%
TbMetRS inhib – blocks T. brucei methionyl-tRNA synthetase activity; purified T. brucei MetRS, ATP depletion, Kinase-Glo luminescence; inhibition, % at 11.9 µM; AID 624268; 360,000 tested, 0.4% active;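 active = inhibition above a per-plate cutoff of the control wells' mean inhibition plus 3 SD, cut at about 5.5% in these data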;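 note: 0% = DMSO wells median and 100% = median of wells with control inhibitor compound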
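Dosing: 11.9 µM compound single dose, 0.9% DMSO; Assay system: purified T. brucei MetRS enzyme; Measured by: Kinase-Glo luciferase luminescence reporting remaining unconsumed ATP; Schedule: 15 min plus 2 h at 25 °C.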
Rpn11 inh – blocks the human proteasome subunit Rpn11. human 26S proteasome, Ub4-pepOG fluorescence polarization; 20S core pre-blocked with epoxomicin. O00487. calls only at 20 µM. AID 588493. 360,000 tested, 0.59% active;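 active = inhibition at 20 µM, scaled to each plate's controls, above about 33%, limit read from the data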
MLLE-PAM2 inh – blocks PAM2 peptide binding to the PABP1 MLLE domain; P11940; GST-MLLE / FITC-PAM2 fluorescence polarization; inhibition, % at 20 µM; 360,000 tested, 0.36% active; AID 588489; in the data active = inhibition above about 35%, passing the limit was not always enough;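 note: plate controls were DMSO wells with GST-MLLE for no effect and wells lacking GST-MLLE protein for full effect; some results filed as inactive read as strong as hits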
CSN deneddyl inh – CSN deneddylation inhibition; Purified CSN, SCF-Nedd8-OG deneddylation, fluorescence polarization; inhibition, % at 12.5 µM; Q92905; AID 651999; 360,000 tested, 0.38% active;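 active = pattern-corrected inhibition above about 35%, with an unprinted fluorescence ratio check between 0.5 and 1.5, limit read from the data, passing the limit was not always enough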;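 note: 0% = enzyme with substrate and 100% = substrate without enzyme; some results filed as inactive read as strong as hits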
Target sequence (Q92905 whole entry, looked up, one chain of several): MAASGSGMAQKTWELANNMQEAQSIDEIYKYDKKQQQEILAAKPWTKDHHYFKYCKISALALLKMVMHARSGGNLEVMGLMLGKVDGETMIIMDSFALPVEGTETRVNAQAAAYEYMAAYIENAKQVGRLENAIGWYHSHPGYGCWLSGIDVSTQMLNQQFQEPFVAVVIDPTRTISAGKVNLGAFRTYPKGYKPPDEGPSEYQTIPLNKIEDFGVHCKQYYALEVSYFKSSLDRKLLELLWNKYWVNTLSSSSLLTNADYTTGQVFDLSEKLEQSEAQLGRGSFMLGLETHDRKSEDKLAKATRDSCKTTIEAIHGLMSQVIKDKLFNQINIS
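Test system: Human Csn5 produced in HEK293T cells | Compound: 12.5 µM single point | Times: 90 min, room temperature | Signal: Fluorescence polarization readout | Read-out basis: % inhibition of substrate cleavage by Csn5 | Controls: no-enzyme wells high, enzyme-with-substrate wells low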
SUMO1 PPI mod – modulators of human SUMO1-mediated protein-protein interactions | P63165 | SUMO1 binding to a labelled peptide, TR-FRET, 1 h | inhibition, % at 20 µM | 360,000 tested, 0.33% active; in the data active = inhibition above about 37%
Target sequence (P63165 whole entry, looked up): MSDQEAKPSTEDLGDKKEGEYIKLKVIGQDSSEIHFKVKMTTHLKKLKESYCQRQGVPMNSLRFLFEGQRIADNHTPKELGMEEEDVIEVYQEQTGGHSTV
LMPTP inh – LMPTP (human) inhibition; P24666; recombinant LMPTP-A, OMFP fluorogenic substrate, fluorescence intensity; inhibition, % at 20 µM; 360,000 tested, 0.22% active; AID 651560;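 active = compounds that cut the enzyme signal by at least half of the control window in the single-dose screen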;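 note: plate controls were DMSO wells with enzyme plus substrate for no effect and substrate without enzyme for full effect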
Target sequence (P24666 whole entry, looked up): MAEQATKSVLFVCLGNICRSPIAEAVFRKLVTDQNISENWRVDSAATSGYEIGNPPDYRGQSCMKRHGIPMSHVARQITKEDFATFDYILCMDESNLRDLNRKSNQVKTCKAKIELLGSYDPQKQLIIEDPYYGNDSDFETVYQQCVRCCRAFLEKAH
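test system = LMPTP-A | amount = 0.625 nM LMPTP-A final | reagent = fluorogenic phosphatase substrate OMFP at 400 µM final | incubation = 50 min at room temperature | benchmarks = no-enzyme low control, uninhibited high control | medium = Bis-Tris pH 6.0, DTT, detergent | signal = fluorescence intensity of OMFP turnover product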
Scp-1 inhibitor – blocks human Scp-1 phosphatase activity; Q9GZU7; Recombinant Scp1, phosphopeptide, malachite green phosphate absorbance; inhibition, % at 20 µM; 340,000 tested, 0.88% active; AID 493091;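 active = inhibition above about 50% at 20 µM, limit read from the data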;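 note: plate controls were DMSO wells with enzyme for no effect and wells lacking enzyme for full effect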
Target sequence (Q9GZU7 76-261 limits assumed): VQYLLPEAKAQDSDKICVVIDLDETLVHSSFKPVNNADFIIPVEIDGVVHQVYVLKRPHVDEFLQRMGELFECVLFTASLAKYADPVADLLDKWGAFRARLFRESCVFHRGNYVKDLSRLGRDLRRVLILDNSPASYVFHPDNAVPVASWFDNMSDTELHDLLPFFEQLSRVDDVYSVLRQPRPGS
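Test system – truncated SCP-1 phosphatase (76-261aa) · Reagent – Phosphorylated 17-residue peptide substrate · Incubation – 45 min room-temperature reaction, 5 min colour, 30 min stabiliser · Detection – colorimetric phosphate reagent with accelerator and stabiliser, absorbance at 630 nm · Measure – % inhibition at 20 µM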
NadD block – blocks S. aureus nicotinate mononucleotide adenylyltransferase; purified NadD enzyme, colorimetric absorbance read-out; inhibition, % at 20 µM; 360,000 tested, 0.78% active; in the data active = inhibition above about 26%; note: some compounds past the cut are filed as inactive
Numbers without * were called inactive; i = inactive; / = no result given.

SMILES	STEP inh	DNMT1 inh	TbMetRS inhib	Rpn11 inh	MLLE-PAM2 inh	CSN deneddyl inh	SUMO1 PPI mod	LMPTP inh	Scp-1 inhibitor	NadD block
[O-][n+]1cccc2cccc(O)c21	0	-5	0.2	i	-9	-1	-6	-0.7	-10	-1
O=S(=O)(NCc1cn2ccsc2n1)c1ccc2c(c1)OCCO2	1	0	-1.0	i	-2	-2	0	-2.2	3	-2
O=C(Nc1cccc(Cl)c1)c1ccc2ncsc2c1	-3	-1	0.1	i	3	-5	2	-0.8	0	-9
O=C(c1cc(=O)[nH]c2ccccc12)N(Cc1nnc(-c2ccccc2Cl)o1)C1CC1	-1	-3	-0.4	i	7	1	3	0.6	-7	-1
Cc1csc(SCC(=O)N2CCN(S(=O)(=O)c3ccccc3)CC2)n1	-2	1	-0.2	i	-1	-8	1	-0.5	5	-2
N#Cc1ccc(OCC(=O)N/N=C2\CCc3ccccc32)cc1	6	-13	-0.3	i	-8	-1	3	1.2	-5	0
O=S(=O)(Cc1cnc(Cl)s1)c1ccccc1	3	0	-0.3	i	-7	-2	2	1.0	0	7
Cc1ccc(C)c(S(=O)(=O)N2CCN(Cc3ccc(O)c4ncccc34)CC2)c1	4	-9	-0.1	i	6	-16	-9	1.9	-11	12
COc1ccc(CNCc2cc3c(C(C)(C)C)nn(-c4ccccc4)c3[nH]c2=O)cc1	-3	-1	-1.5	i	-23	5	2	0.5	-5	5
CCOC(=O)c1ccc(NC(=O)CSc2nnc(CNC(=O)c3ccccc3F)o2)cc1	0	-1	-0.6	i	9	-1	4	-0.2	-12	0
CCC(C)(C(=O)NC1CCCC1)N(Cc1cccs1)C(=O)Cc1cccs1 (stereo not given)	90*	6	0.2	i	-3	-1	-1	1.2	-9	2
Cc1nn(C)c(C)c1CCC(=O)N1CCCC(Nc2ccc(C(C)C)cc2)C1 (stereo not given)	1	-1	-0.3	i	-1	0	-1	0.6	-10	-2
O=C(CN1C(=O)NC2(CCCCC2)C1=O)Nc1ccc2[nH]c(=O)[nH]c2c1	-3	-3	-0.3	i	15	-2	9	-2.6	-8	1
COc1ccc(OC)c(Nc2nc(-c3ccncc3)nc3ccccc23)c1	2	3	-1.1	i	14	-1	8	3.8	-9	-3
O=C(CSc1nnc2ccccn12)NNC(=O)c1ccc(F)cc1	-4	-3	-0.3	i	2	-2	0	-3.6	-5	-7
O=C(N/N=C/c1ccncc1)c1nn(Cc2ccccc2)c(=O)c2ccccc12	1	-1	-1.1	i	4	1	-11	-0.9	0	7
Cc1ccc(-n2[nH]c(C)c(C=NC34CN5CN(CN(C5)C3)C4)c2=O)cc1C	1	-2	-4.7	i	2	0	-4	-3.0	-10	4
CCOc1ccc(-c2cc(C(=O)NCC3CCCO3)c3ccccc3n2)cc1 (stereo not given)	-3	-1	0.2	i	5	0	-8	0.8	-6	-2
N#Cc1c(C(F)(F)F)cc(-c2ccco2)nc1SCc1ccccn1	-2	-2	-0.7	/	-20	9	-12	5.0	-4	12
O=C(Nc1ccc2nsnc2c1)c1cccs1	-3	-2	0.0	i	-15	0	-23	0.0	-3	6

4 compounds out of the list above, sorted by their value in LMPTP inh, falling.
canonical_smiles	STEP inh	DNMT1 inh	TbMetRS inhib	Rpn11 inh	MLLE-PAM2 inh	CSN deneddyl inh	SUMO1 PPI mod	LMPTP inh	Scp-1 inhibitor	NadD block
N#Cc1c(C(F)(F)F)cc(-c2ccco2)nc1SCc1ccccn1	-2	-2	-0.7	/	-20	9	-12	5.0	-4	12
CCC(C)(C(=O)NC1CCCC1)N(Cc1cccs1)C(=O)Cc1cccs1 (stereo not given)	90*	6	0.2	i	-3	-1	-1	1.2	-9	2
Cc1nn(C)c(C)c1CCC(=O)N1CCCC(Nc2ccc(C(C)C)cc2)C1 (stereo not given)	1	-1	-0.3	i	-1	0	-1	0.6	-10	-2
Cc1ccc(-n2[nH]c(C)c(C=NC34CN5CN(CN(C5)C3)C4)c2=O)cc1C	1	-2	-4.7	i	2	0	-4	-3.0	-10	4

Going on with the list.
SMILES	STEP inh	DNMT1 inh	TbMetRS inhib	Rpn11 inh	MLLE-PAM2 inh	CSN deneddyl inh	SUMO1 PPI mod	LMPTP inh	Scp-1 inhibitor	NadD block
O=C1CN(c2ccc(F)cc2)C(=S)N1c1ccccc1	2	0	0.4	i	12	4	-2	-1.9	-12	-5
Cc1ccc(S(=O)(=O)NCC(=O)N(CC(=O)NC2CCCC2)c2ccc3c(c2)OCCO3)cc1	-3	0	-0.7	i	-1	4	0	0.1	-4	-5
O=C1CC(N2CCN(c3ccccn3)CC2)C(=O)N1CC(c1ccccc1)c1ccccc1 (stereo not given)	2	-5	-0.8	i	1	1	-2	3.9	0	-4
Cc1ccc(S(=O)(=O)CCC(=O)OCC(=O)N(C)Cc2ccccc2)cc1	2	-1	-0.3	i	7	-2	2	-0.4	-2	0
c1ccc(COc2ccc(-c3cc4nc(NCCOc5ccccc5)ccn4n3)cc2)cc1	-4	-30	-0.3	i	-13	5	-7	4.6	/	3
O=c1[nH]c2cc([N+](=O)[O-])cc(Cl)c2c2ccccc12	2	5	0.3	i	14	-3	-24	0.2	/	11
CCn1cc(C(=O)N(CCCN2CCOCC2)Cc2ccco2)c(=O)c2ccc(C)nc21	-1	-1	-0.4	i	4	2	4	-3.2	-5	-3
CCN(C(=S)NCCOC)c1cccc2ccccc12	-3	2	-0.5	i	-76	-1	-4	-0.7	-7	-2
COc1cc(OC)cc(Oc2ccc(S(=O)(=O)N3CCCCC3)cc2[N+](=O)[O-])c1	2	-1	-0.2	i	8	2	-11	2.2	-13	-7
CCOc1ccc(S(=O)(=O)N2CCCC(C(=O)NC3CCCC3)C2)cc1 (stereo not given)	-4	2	-0.5	i	-2	2	6	-0.1	-9	-7
Cn1c(SCC(N)=O)nnc1C1CCN(C(=O)NC2CCCCC2)CC1	3	2	-0.4	i	4	5	1	-1.9	-4	2
COc1cccc(N2C(=NC(=O)CCC3CCCC3)SC3CS(=O)(=O)CC32)c1 (stereo not given)	-1	1	-0.2	i	10	-2	-2	0.5	-3	2
O=C(c1cc(COc2cccc(C(F)(F)F)c2)on1)N1C[C@H]2CC[C@H]1C2	1	1	-0.1	i	-3	5	-2	1.8	-9	-1
CCS(=O)(=O)N1Cc2ccccc2CC1C(=O)Nc1nc2ccc(C)cc2s1 (stereo not given)	0	-10	0.5	i	-14	0	5	1.7	-6	12
NC(=O)CSc1nnc(-c2cccnc2)n1CCc1ccccc1	-3	-2	-0.4	i	-18	5	4	-2.0	-8	0
Cc1csc(NC(=O)C2C3C=CC(O3)C2C(=O)O)n1 (stereo not given)	0	12	-1.0	i	34	-2	-1	-0.4	0	-4
CN(CC(=O)Nc1ccc(F)cc1)C(=O)c1ccc(-c2ccc(Cl)cc2)o1	1	-2	4.8	i	-1	0	-13	2.9	-8	-10
CCc1sc(C(=O)Nc2ncccc2O)cc1C	4	-1	-0.2	i	6	1	-4	-1.8	-13	-1
Cc1cc(Cl)c(S(=O)(=O)Nc2ccc3c(c2)OCO3)cc1OCC(N)=O	-2	-2	-0.1	i	-9	-1	4	0.3	-5	3
COc1ccc(N2CCN(S(=O)(=O)c3ccc4c(c3)NC(=O)C(C)S4)CC2)cc1 (stereo not given)	0	-3	0.1	i	-12	0	-2	1.4	-12	-8
Cc1ccc(NC(=O)COC(=O)C2C3CC4OC(=O)C2C4C3)cc1Cl (stereo not given)	0	2	-0.2	i	15	2	-2	-0.1	6	0
Cn1c(=O)c2cc(NC(=O)NCCc3cccs3)ccc2n1Cc1cccc(C(F)(F)F)c1	2	-5	0.1	i	0	-2	3	0.9	/	4
Cn1c(=O)c2c([nH]c(=O)n2C)n(Cc2ccccc2)c1=O	-1	3	-0.7	i	-5	-1	-8	-0.4	0	-2
S=c1[nH]cc(-c2ccc(Cl)cc2)n1Cc1ccccc1	3	4	-0.5	i	-94	-1	-16	0.4	4	5
Cc1cc(C)c2[nH]c(=O)c(CN(CC3CCCO3)C(=O)c3cnccn3)cc2c1 (stereo not given)	-2	5	-0.3	i	-2	-7	4	-2.3	3	-1
O=C(CSc1nncs1)NCCCc1ccccc1	-3	-2	0.4	i	-4	0	-3	1.1	-7	-1
O=C(CSc1nc2c([nH]c3ccccc32)c(=O)n1-c1ccccc1F)NCC1CCCO1 (stereo not given)	0	-1	-0.3	i	3	1	-9	0.7	-2	2
CCCCCCCc1c(O)nc(SCCN2CCOCC2)[nH]c1=O	3	0	0.0	i	13	3	-2	-2.2	-1	-3
CCc1ccc(NC(=O)Cn2c(SC)nc3ccccc32)cc1	0	-3	-0.6	i	-2	2	-5	1.4	-2	1
Cc1cccc(NC(=O)CSc2nc(N)c(NC(=O)c3cccs3)c(=O)[nH]2)c1C	-3	5	-2.2	i	19	-3	5	-2.3	-9	-5
CCC1(c2ccc(F)cc2)NC(=O)N(CC(=O)N2CCN(C(=O)c3cccs3)CC2)C1=O (stereo not given)	-2	1	-0.5	i	-13	-4	-2	-1.1	4	-8
CCOC(=O)c1c(C)[nH]c(C(=O)Cn2nnc(-c3ccccc3Cl)n2)c1C	-3	6	-0.2	i	-6	0	1	1.6	-13	1
CCn1ncc(CN2CCCC(CNC(=O)c3ccc(F)cc3)C2)c1C (stereo not given)	2	1	-0.2	i	-6	-4	0	-0.2	-6	-5
C=CC(=O)NN(C)c1ncc(C(F)(F)F)cc1Cl	-3	-3	-0.8	i	5	2	2	-1.1	-3	13
COC(=O)c1[nH]c2ccc(C)cc2c1NC(=O)NC1CCCCC1	6	0	-1.2	i	1	0	-2	1.2	-11	-4
CC1COc2c3ccccc3nn21 (stereo not given)	/	/	-1.1	/	/	-3	-1	-0.3	/	0
CC1(C(=O)NS(=O)(=O)c2cccc(Cl)c2)CCN1C(=O)c1cccc2ccccc12 (stereo not given)	2	3	0.0	i	3	-2	5	-3.1	/	-8
CCOc1ccccc1-n1c(SCC(=O)N2CCCC2)nnc1-c1ccoc1C	6	8	-0.2	i	1	3	1	-0.1	-5	2
CCN(CC)C(=O)c1cn(-c2ccccc2)nc1-c1ccc2c(c1)OCCO2	0	-1	0.0	i	19	4	0	0.4	-9	-8
COc1ccc(/C=N/NC(=O)c2cc(C34CC5CC(CC(C5)C3)C4)[nH]n2)cc1O	1	-12	-0.9	i	0	2	-8	2.8	-8	1

Screens (PubChem)
